EphB4 ephrin blk: EphB4-ephrin-B2 interaction antagonism. EphB4 LBD / TNYL-RAW-Alexa532 peptide, fluorescence polarization. inhibition, % at 7 µM. hit rate 0.15% among 97,000. AID 720;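 active means inhibition above the screen-wide mean inhibition plus 3 SD, cut at about 15% in these data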;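 further: 0% = DMSO wells and 100% = excess unlabeled TNYL-RAW peptide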
MT1-MMP txn act: activates MT1-MMP transcription; HT1080 MT1-MMP promoter luciferase reporter, luminescence, overnight; hits give high values; activation factor at 10 µM; hit rate 0.16% among 86,000; AID 750;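 active means activation factor of at least 2 for MT1-MMP transcription at 10 µM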
S1P2 agonist: activates the human S1P2 receptor | O95136 | S1P2-expressing cell line, agonist reporter read-out | activation, % at 4.5 µM | hit rate 0.46% among 97,000 | AID 729; in the data active means activation above about 16%;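 further: 0% = vehicle low control and 100% = maximal reference agonist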
Target sequence (O95136 whole entry, looked up): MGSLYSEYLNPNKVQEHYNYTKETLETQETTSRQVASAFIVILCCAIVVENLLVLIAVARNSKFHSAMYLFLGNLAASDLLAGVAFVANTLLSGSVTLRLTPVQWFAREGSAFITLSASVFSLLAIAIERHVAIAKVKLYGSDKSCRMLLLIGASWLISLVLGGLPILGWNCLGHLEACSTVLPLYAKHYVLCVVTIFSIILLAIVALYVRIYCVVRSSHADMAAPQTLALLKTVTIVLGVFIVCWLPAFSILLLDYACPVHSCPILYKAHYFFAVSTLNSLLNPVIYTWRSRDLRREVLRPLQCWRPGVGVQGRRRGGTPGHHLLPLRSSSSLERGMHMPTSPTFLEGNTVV
PLK1 inh: PLK1 (human) kinase inhibition; recombinant PLK1 kinase, TR-FRET peptide phosphorylation; inhibition, % at 10 µM; hit rate 0.53% among 97,000; AID 619;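 active means inhibition of 50% or more in the single-concentration screen; inactive means inhibition below 50%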;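 further: 0% = DMSO max control and 100% = H-89 dihydrochloride min control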
S1P2 antag: blocks the human S1P2 receptor. cell-based S1P2 antagonist assay, inhibition at 5 uM. inhibition, % at 5 µM. hit rate 0.21% among 97,000; in the data active means inhibition above about 45%;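 further: CRE beta-lactamase reporter cells expressing human S1P2 stimulated with S1P; 0% = agonist at EC80 alone and 100% = agonist plus reference antagonist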
HIV Rev-RRE inh: disrupts HIV-1 Rev binding to RRE RNA. P05866. Rev peptide-RRE RNA binding, FRET. inhibition, % at 8 µM. hit rate 0.79% among 97,000;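 active means inhibition above the screen-wide mean plus 3 SD, cut at about 35% in these data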;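 further: 0% = median DMSO wells and 100% = median Neomycin B control wells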
Target sequence (P05866 whole entry, looked up): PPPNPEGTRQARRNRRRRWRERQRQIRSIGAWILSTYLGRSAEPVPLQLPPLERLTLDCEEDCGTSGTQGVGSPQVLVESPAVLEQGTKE
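assay system = Cy5-tagged RRE RNA duplex with fluorescein-tagged Rev peptide | incubation = 5 + 15 min at 25 °C | also added = labelled Rev peptide | measure = % inhibition of FRET ratio versus controls | benchmarks = DMSO wells as 0% and neomycin B wells as 100% inhibition | measured by = FRET fluorescence readout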
PLAP act: activators of human placental alkaline phosphatase; hit rate 1.2% among 96,000; purified PLAP enzyme, luminescent substrate read-out; hits give high values; P05187; activation fold at 20 µM; in the data active means activation fold above about 2
Target sequence (P05187 whole entry, looked up): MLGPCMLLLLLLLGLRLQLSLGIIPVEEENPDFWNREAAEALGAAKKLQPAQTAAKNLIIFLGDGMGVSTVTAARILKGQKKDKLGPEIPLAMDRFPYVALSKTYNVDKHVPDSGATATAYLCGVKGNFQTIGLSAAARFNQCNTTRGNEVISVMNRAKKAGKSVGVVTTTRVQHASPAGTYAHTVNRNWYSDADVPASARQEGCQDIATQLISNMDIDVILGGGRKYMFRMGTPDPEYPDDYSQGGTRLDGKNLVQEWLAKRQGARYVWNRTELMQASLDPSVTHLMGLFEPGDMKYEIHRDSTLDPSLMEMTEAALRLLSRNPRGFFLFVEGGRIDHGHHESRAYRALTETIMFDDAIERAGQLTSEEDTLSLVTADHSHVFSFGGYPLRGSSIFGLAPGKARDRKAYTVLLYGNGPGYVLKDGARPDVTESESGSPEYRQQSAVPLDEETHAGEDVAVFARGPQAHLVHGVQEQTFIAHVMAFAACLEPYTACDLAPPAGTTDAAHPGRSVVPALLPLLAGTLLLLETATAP
FAK inh: inhibitors of human focal adhesion kinase; Q05397; hit rate 0.84% among 97,000; inhibition, %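 (tested at 7 µM)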; biochemical FAK kinase activity assay; in the data active means inhibition above about 19%;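 further: 0% = DMSO and 100% = reference compound high control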
PLK1 PBD inh: inhibitors of human Plk1 polo box domain binding | hit rate 0.13% among 97,000 | inhibition, %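 (tested at about 20 µM)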 | Plk1 PBD phosphopeptide binding, fluorescence polarization | P53350; in the data active means inhibition above about 34%, passing the limit was not always enough
Active calls of the source: *; / = no result given; & = joins results of further samples.

Start of the listing, in advance, 2 compounds:
SMILES	EphB4 ephrin blk	MT1-MMP txn act	S1P2 agonist	PLK1 inh	S1P2 antag	HIV Rev-RRE inh	PLAP act	FAK inh	PLK1 PBD inh
CC(=O)NCC(=O)OCC(=O)c1ccc(C)c(C)c1	-4	1.1	-2	-10	2	9	0.9	5	0
O=C1CCCCCN1CSc1nc2ccccc2s1	-8	1.1	0	-4	0	2	1.3	2	7

Results (from the top)
SMILES	EphB4 ephrin blk	MT1-MMP txn act	S1P2 agonist	PLK1 inh	S1P2 antag	HIV Rev-RRE inh	PLAP act	FAK inh	PLK1 PBD inh
CC(=O)NCC(=O)OCC(=O)c1ccc(C)c(C)c1	-4	1.1	-2	-10	2	9	0.9	5	0
O=C1CCCCCN1CSc1nc2ccccc2s1	-8	1.1	0	-4	0	2	1.3	2	7
Cc1occc1C(=O)Nc1c(F)cc(F)cc1Br	6	1.2	-3	-7	8	6	1.1	8	-2
Cc1ccccc1Cn1c(Cc2ccccc2)nc2ccccc21	-3	/	-5	-14	-11	14	1.1	4	-4
CCCCN1c2ccccc2N(CCCO)c2cc(C)nnc21	1	1.2	-5	-9	1	5	1.1	-1	3
O=C(Cn1cnc2c(nnn2Cc2ccccc2)c1=O)c1ccc(Cl)cc1	6	1.1	-5	-1	17	1	/	2	5
C=CCNC(=S)NNC(=O)CCC(O)CCCCC (stereo unspecified)	-2	1.2	-4	-8	-22	2	2.4*	-1	27
O=C(NC1CCCCC1)C1CCN(S(=O)(=O)N2CCOCC2)CC1	-3	1.1	-3	-11	13	7	1	3	3
O=C(O)c1cc(Cl)ccc1NC(=O)C1CCCO1 (stereo unspecified)	7	1	-2	-13	22	9	1.1	8	-18
CC(=O)c1ccccc1OCCCN1CCCCC1	-1	1.2	-3	0	0	2	1.1	1	-7
COC(=O)c1cccc(N2C(=O)C(Cl)=C(N3CCOCC3)C2=O)c1	1	1.1	-8	-9	11	7	1.2	-2	-17
O=C(/C=C/c1ccccc1Cl)Nc1ccncc1	5	/	-2	-2	12	2	0.9	1	-20
O=S(=O)(NCc1csc(-c2cccnc2)n1)c1ccc(Cl)s1	4	/	-4	0	1	12	0.9	7	-1
CCc1cc(C(=O)OC)c(NC(=O)c2cc(Br)cs2)s1	2	/	0	-13	1	17	0.9	-1	-14
COC(=O)c1ccc(CSc2nnnn2-c2ccccc2)o1	2	1.2	-7	2	26	13	0.9	6	11
Cc1cc(C)nc(Nc2ncc(O)n2-c2ccc(C)c(C)c2)n1	-3	1	-4	-1	-3	7	2.6*	0	-19
COc1nc(N)c(S(=O)(=O)c2ccccc2)cc1C#N	-1	/	-13	-3	-2	21	0.8	0	51
CCOC(=O)N1CCN(C(=O)Nc2ccc3nc(C)sc3c2)CC1	-5	1.1	-3	-7	-13	-3	1	-1	-25
COc1ccc(S(=O)(=O)NCCC(=O)NC(C)c2ccccc2)cc1 (stereo unspecified)	-2	1	-3	-7	9	2	1	-3	17
CCn1c(=O)n(CC)c2cc(S(N)(=O)=O)ccc21	3	/	-7	-10	7	7	0.9	4	-2
CCOC(=O)C1CCN(C(=O)CCNC(=O)Cn2ccc3ccccc3c2=O)CC1	1	1.1	-7	-12	19	5	1.1	1	-29
Cc1cc(OCC(=O)c2ccc(F)cc2)ccc1N1C(=O)CCC1=O	-1	1.1	-5	-15	-27	2	1.1	-1	4
CCCCn1c(SCC(=O)N2CCOCC2)nnc1-c1cccs1	-7	0.9	-6	-9	-9	0	1.1	0	-10
C=CCc1ccccc1OCCn1ccnc1	3	1.1	-3	0	-5	15	0.8	1	0
Cc1[nH]nc(N=CC2=C(O)CC(c3ccco3)CC2=O)c1-c1ccccc1 (stereo unspecified)	-2	1.1	1	-14	-6	-2	0.9	14	-16
(next part)
SMILES	EphB4 ephrin blk	MT1-MMP txn act	S1P2 agonist	PLK1 inh	S1P2 antag	HIV Rev-RRE inh	PLAP act	FAK inh	PLK1 PBD inh
O=C(CCCn1c(=O)[nH]c2cc(Cl)ccc2c1=O)NCCC1=CCCCC1	0	1.1	-2	-2	13	7	0.8	-3	17
COc1ccc(CCNC(=O)Cn2nnc(-c3ccc(N(C)C)cc3)n2)cc1OC	4	1.3	-5	-15	2	6	/	-2	-6
O=C(Nc1ccc(F)cc1)c1cc(S(=O)(=O)Nc2ccc(F)cc2)cs1	2	/	-7	-3	-11	0	1.1	2	6
COc1ccc(-c2nnc(SC(C)C#N)o2)cc1 (stereo unspecified)	-8	1.4	0	-3	-17	4	1	-1	4
COc1ccc(C(=O)CC(Nc2ccc([N+](=O)[O-])cc2)c2ccc(OC)cc2)cc1 (stereo unspecified)	-1	/	-4	-19	17	5	1.1	3	-7
CC(C)NC(=O)N1CCOCCOCCN(C(=O)NC(C)C)CCOCCOCC1	-4	1	0	-3	-3	3	0.9	0	1
CCC1(C)Cc2ccccc2-c2nc(-c3ccccc3)oc(=O)c21 (stereo unspecified)	3	1.1	3	-2	-6	28	0.6	0	-6
O=C(/C=C/c1ccc(F)cc1)NCCC1=CCCCC1	0	/	-3	-8	-5	5	0.8	0	40
COc1ccc(C(=O)NC(=S)NC(C)C)cc1Br	-3	/	-4	-7	7	-8	0.8	-7	7
Cc1oc(-c2ccc(Cl)cc2)nc1CN1CCCC(C(=O)NCCCN2CCOCC2)C1 (stereo unspecified)	2	1.1	-11	-8	34	6	1.4	10	27
O=C(CCCOc1ccc(Cl)cc1Cl)N1CCc2ccccc2C1	6	1.1	-5	-10	-5	15	/	0	15
O=S(=O)(NC1CCN(Cc2ccccc2)CC1)c1cccc2cccnc12	5	1.2	-7	-17	18	11	1.3	-2	-2
COC(=O)CC(NC(=O)c1ccc(C)cc1)c1ccccc1 (stereo unspecified)	0	1.6	-3	-8	9	5	1.2	1	-10
CCC(=O)Nc1ccc2c(c1)nc1n2CCSC1	-6	1.2	-3	5	2	5	1.2	-1	-19
Cc1ccc(C(=O)NC(=S)Nc2ccc(Oc3ccc(Cl)cc3)cc2)cc1	-5	/	-5	-14	16	0	0.7	4	20
Fc1ccc(-c2oncc2-c2nnnn2-c2ccccc2)cc1F	3	1.2	-4	0	14	-4	/	-6	1
CC1(C)C(=O)Nc2ccccc2N1C(=O)COC(=O)C1CCCCC1	2	1.1	-1	-28	-28	6	1.1	2	2
CC(C)=C(NC(=O)c1ccccc1)C(=O)N1CCOCC1	4	1.1	-11	0	-1	3	0.9	-6	38
O=C(NCc1ccccn1)C1CCC(=O)N1C1CCCCC1 (stereo unspecified)	3	/	-3	-16	14	7	1.2	2	-37
O=c1/c(=C/c2cccc3ccccc23)sc2ncnn12	-1	1	-7	-8	13	2	1.1	-8	16
CCC(C)(C(=O)Nc1ccc2c(c1)OCCO2)N(C(C)=O)c1ccc(C(N)=O)cc1 (stereo unspecified)	-5	1	-2	-18	17	0	1	-4	11
O=C1NC(=O)C(c2ccccc2)(c2ccccc2)N1	4	1.1&1.1	1	2	-11	-2	0.8	-1	-21
O=C(CCN1C(=O)C2C3C=CC(C3)C2C1=O)Nc1ccccn1 (stereo unspecified)	3	1.2	-6	-13	-23	6	1	-1	-11
O=C(Nc1ccccc1OC(F)F)c1ccc(Br)o1	-8	1	0	-9	-25	0	1	0	6
CCOc1nc(C)ccc1-c1noc(-c2ccccn2)n1	5	1.2	-1	-5	-29	6	1	-1	-25

Seven records picked at random from those above:
SMILES	EphB4 ephrin blk	MT1-MMP txn act	S1P2 agonist	PLK1 inh	S1P2 antag	HIV Rev-RRE inh	PLAP act	FAK inh	PLK1 PBD inh
CCC(=O)Nc1ccc2c(c1)nc1n2CCSC1	-6	1.2	-3	5	2	5	1.2	-1	-19
O=C(CCCOc1ccc(Cl)cc1Cl)N1CCc2ccccc2C1	6	1.1	-5	-10	-5	15	/	0	15
CCOc1nc(C)ccc1-c1noc(-c2ccccn2)n1	5	1.2	-1	-5	-29	6	1	-1	-25
CCC(C)(C(=O)Nc1ccc2c(c1)OCCO2)N(C(C)=O)c1ccc(C(N)=O)cc1 (stereo unspecified)	-5	1	-2	-18	17	0	1	-4	11
O=C(Nc1ccccc1OC(F)F)c1ccc(Br)o1	-8	1	0	-9	-25	0	1	0	6
Cc1oc(-c2ccc(Cl)cc2)nc1CN1CCCC(C(=O)NCCCN2CCOCC2)C1 (stereo unspecified)	2	1.1	-11	-8	34	6	1.4	10	27
O=C1NC(=O)C(c2ccccc2)(c2ccccc2)N1	4	1.1&1.1	1	2	-11	-2	0.8	-1	-21

One compound at a time, from the list above. Order of values: EphB4 ephrin blk | MT1-MMP txn act | S1P2 agonist | PLK1 inh | S1P2 antag | HIV Rev-RRE inh | PLAP act | FAK inh | PLK1 PBD inh
Profile of O=C(CCCOc1ccc(Cl)cc1Cl)N1CCc2ccccc2C1 = 6 | 1.1 | -5 | -10 | -5 | 15 | / | 0 | 15
Profile of O=C(/C=C/c1ccc(F)cc1)NCCC1=CCCCC1 = 0 | / | -3 | -8 | -5 | 5 | 0.8 | 0 | 40
Profile of CCC(=O)Nc1ccc2c(c1)nc1n2CCSC1 = -6 | 1.2 | -3 | 5 | 2 | 5 | 1.2 | -1 | -19

New compounds follow.
SMILES	EphB4 ephrin blk	MT1-MMP txn act	S1P2 agonist	PLK1 inh	S1P2 antag	HIV Rev-RRE inh	PLAP act	FAK inh	PLK1 PBD inh
CC(=O)Nc1ccc(S(=O)(=O)N2CCN(CC(=O)NC3CCCC3)CC2)cc1	0	1.1	-1	-10	-4	3	1.2	-8	-12
CCN(CC)CC(O)COc1ccc2c(c1)OCO2 (stereo unspecified)	-3	1.2	1	5	-15	2	1	1	1
COc1ccc(OC)c(Nc2nc(-c3sc(NC(=O)C(C)(C)C)nc3C)cs2)c1	-5	/	-8	-12	18	2	1.1	1	36
Cc1cccc(-c2c3c(=O)n(C)c(=O)n(C)c3cn2C2CCCCC2)c1	1	1	-4	-10	-11	-4	1.2	1	9
CCN(C#N)c1nc(NC(C)C)nc(NC(C)C)n1	7	1.1	-2	-8	-48	-4	1.1	-2	-2
Cc1ccc(N(CC(=O)NC(C)c2ccccc2)S(=O)(=O)c2cccs2)cc1 (stereo unspecified)	5	1.2	-1	-12	-18	11	0.8	-2	9
O=C(Cn1cc2c(n1)CCCC2)NCCc1ccccc1	2	1.2	-5	42	9	0	/	-4	-3
CCC(C)c1ccc(OCCN2CCCC2)cc1 (stereo unspecified)	2	1	-4	-10	6	-3	0.9	1	23
Cn1c(=O)c(=O)n(C)c2cc(S(=O)(=O)Nc3ccc4c(c3)OCCO4)ccc21	5	1.1	-3	-7	12	6	0.9	-10	-12
O=CN1CCc2scc[n+]2-c2ccccc21	1	1.2	-4	-7	8	0	/	1	-27
Cc1ccc(S(=O)(=O)O/N=C2\CCCc3ccccc32)cc1	3	1.5	-6	-4	2	10	0.8	-2	-28
C=CCSc1nc(N)c(C(=O)Nc2ccccc2)cc1C#N	6	1.1	-4	-9	7	9	0.8	-1	4
COc1ccc2nc(C)c3cc(C)oc3c2c1	7	1	-3	1	21	6	1.4	0	11
COc1ccc(C(C)=O)cc1COC(=O)Cn1cnc2ccccc2c1=O	-8	1.3	-4	-1	16	1	1.1	-3	10
Cc1cc(-c2nnc3n2CCCCC3)c(C)n1-c1ccccc1	4	1.3	-4	-1	-10	2	1.4	1	-10
Cc1cccc(N2CC(C(=O)O)CC2=O)c1 (stereo unspecified)	-2	1.1	-2	-4	-17	3	0.8	-1	7
Cc1nc([N+](=O)[O-])c(Br)n1CC(=O)c1ccc(Br)cc1	1	1	-6	-8	4	5	0.8	-1	11
CCC(C)n1c(SC(C)C#N)nc2ccccc2c1=O (stereo unspecified)	-7	1.1	1	-6	-28	3	1.3	3	-25

Assay outcomes: PubChem BioAssay, several laboratories
